Compound activity as filed in PubChem.
NR1D1 modulator – modulators of Rev-erb alpha DNA binding, primary screen, biochemical, FITC-DNA, fluorescence polarization, uHTS; Nuclear receptor subfamily 1 group D member 1 (Homo sapiens), P20393; 370,000 compounds, 0.79% hits; Rev-erbα–FITC-DNA binding, 90 min; activity, % at 10 µM;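 active = activity above about 14%, limit read from the data; passing the limit was not always enough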;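 note: 0% = DMSO wells with 35 nM protein and 100% = DMSO wells with 750 nM protein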
ARFGAP1 inh – inhibitors of rat ARFGAP1 GAP activity, primary screen, biochemical, fluorescence polarization, GDP tracer; AID 651572, 2012; ADP-ribosylation factor GTPase-activating protein 1 (Rattus norvegicus), Q62848; 360,000 compounds, 0.26% hits; Arfgap1-stimulated ARF1 GTP hydrolysis, GDP FP detection; inhibition, % at 16.5 µM;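 active = inhibition above a per-plate limit, mean inhibition of low control wells plus 3 SD, cut at about 25% in these data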;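 note: 0% = DMSO wells with enzyme and 100% = wells lacking Arfgap1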
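Material: truncated rat Arfgap1 GAP domain; Incubation: compound-enzyme preincubation 20 min, reaction 120 min, detection 60 min, 25 °C; Read-out: percent inhibition of Arfgap1-stimulated GTP hydrolysis; Technique: FP, GDP Alexa 633 tracer displaced from anti-GDP antibody, 620/688 nm; Controls: No-Arfgap1 wells (100%) versus DMSO full-reaction wells (0%); Replication: single well per compound.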
PLC-gamma1 inh – PLC-gamma1 enzyme inhibitors, primary screen, biochemical, fluorescence, purified enzyme. 1-phosphatidylinositol 4,5-bisphosphate phosphodiesterase gamma-1 (Homo sapiens), P19174. fluorogenic substrate. inhibition, % at 12.2 µM. 370,000 compounds, 0.84% hits. AID 720700, 2013; in the data active = inhibition above about 9.5%
KLK7 zymogen act – proKLK7 zymogen activators, primary screen, biochemical, fluorescence intensity | Kallikrein-7 (Homo sapiens), P49862 | purified proKLK7, EDANS-DABCYL substrate fluorescence; 100% is mature enzyme control, 0% vehicle | activation, % at 7 µM | 370,000 compounds, 0.9% hits | AID 652039, 2013;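 active = activation above the mean of all tested compounds plus 3 SD, computed per campaign excluding outliers beyond control limits, cut at about 13% in these data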
UHRF1 MBD2 ctr – UHRF1 methylated DNA binding inhibitors, primary screen, counter-screen for MBD2 inhibitor project, biochemical, TR-FRET, human UHRF1, single concentration; E3 ubiquitin-protein ligase UHRF1 (Homo sapiens), Q96T88; UHRF1 binding to methylated oligo; inhibition, % at 4.4 µM; 370,000 compounds, 0.75% hits; in the data active = inhibition above about 21%;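 note: UHRF1 SRA domain binding a hemimethylated CpG hairpin DNA probe; 0% = median of test compound wells and 100% = reference inhibitor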
HGIII-sPLA2 inh – human group III sPLA2 inhibitors, primary screen, biochemical, QFRET, BODIPY PC-A2 liposome substrate; QFRET BODIPY PC-A2 liposome hydrolysis, fluorescence; inhibition, % at 12.2 µM; 370,000 compounds, 0.56% hits; AID 743126, 2013;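 active = inhibition above mean plus 3 SD of compounds lying within the high and low control bounds, cut at about 19% in these data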;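 note: 0% = median of test compound wells and 100% = no enzyme DMSO wells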
Target sequence (Q9NZ20 whole entry, looked up): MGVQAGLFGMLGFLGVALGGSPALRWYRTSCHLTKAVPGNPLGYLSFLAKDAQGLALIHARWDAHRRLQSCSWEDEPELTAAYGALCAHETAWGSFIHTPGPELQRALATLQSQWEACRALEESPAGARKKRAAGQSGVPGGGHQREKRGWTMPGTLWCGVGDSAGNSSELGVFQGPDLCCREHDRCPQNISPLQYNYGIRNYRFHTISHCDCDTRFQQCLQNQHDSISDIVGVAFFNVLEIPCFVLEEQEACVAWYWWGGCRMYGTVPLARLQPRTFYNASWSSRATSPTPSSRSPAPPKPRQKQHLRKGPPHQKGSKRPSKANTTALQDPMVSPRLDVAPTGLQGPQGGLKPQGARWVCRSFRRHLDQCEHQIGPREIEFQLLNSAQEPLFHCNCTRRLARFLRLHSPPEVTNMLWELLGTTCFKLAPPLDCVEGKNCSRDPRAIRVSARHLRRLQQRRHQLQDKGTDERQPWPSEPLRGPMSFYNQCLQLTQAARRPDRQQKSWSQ
ASAP1 inh – inhibitors of human ASAP1 ArfGAP activity, primary screen, biochemical, fluorescence polarization; ASAP1-stimulated ARF1 GTP hydrolysis, GDP FP detection; inhibition, % at 16.5 µM; Arf-GAP with SH3 domain, ANK repeat and PH domain-containing protein 1 (Homo sapiens), …; 360,000 compounds, 0.19% hits; in the data active = inhibition above about 25%;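 note: 0% = vehicle with enzyme and substrate and 100% = no enzyme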
Target sequence (Q9ULH1 325-724 limits assumed): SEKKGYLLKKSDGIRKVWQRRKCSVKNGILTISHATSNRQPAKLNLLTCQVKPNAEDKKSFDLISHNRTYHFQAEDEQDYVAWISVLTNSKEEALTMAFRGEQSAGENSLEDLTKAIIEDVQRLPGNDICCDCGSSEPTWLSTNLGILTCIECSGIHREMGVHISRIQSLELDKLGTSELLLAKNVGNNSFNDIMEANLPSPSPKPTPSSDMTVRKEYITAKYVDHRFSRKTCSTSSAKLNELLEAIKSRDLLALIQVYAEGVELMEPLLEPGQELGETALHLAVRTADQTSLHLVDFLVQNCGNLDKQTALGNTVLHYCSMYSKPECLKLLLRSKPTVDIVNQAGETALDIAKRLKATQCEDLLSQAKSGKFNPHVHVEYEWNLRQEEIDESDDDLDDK
Tn7 DDE FP – inhibitors of Tn7 peptide binding to fibrin DD(E), primary screen, biochemical, fluorescence polarization, human fibrin, Tn7 probe. Fibrinogen beta chain (Homo sapiens), P02675. FP displacement of FITC-Tn7 peptide from fibrin DD(E); 0% = median of compound wells per plate. inhibition, % at 8.3 µM. 370,000 compounds, 0.13% hits;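 active = inhibition above the mean of compounds falling within the control limits plus 3 SD of them, cut at about 14% in these data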;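 note: 0% = plate median of compound wells and 100% = 10 µM Aha-Tn7 peptide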
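Test system – human fibrin DD(E) · Times – 10 min preincubation, 3 h with tracer, room temperature · Detection – fluorescence polarization of the labelled Tn7 tracer · Measure – percent inhibition normalized to high-control wells · Benchmarks – high control wells with 10 µM unlabelled Aha-Tn7 peptide (full inhibition) · Repeats – singlicate testing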
PLCb3 inh – human PLC-beta3 inhibitors, primary screen, biochemical, fluorescence. 370,000 compounds, 0.18% hits. inhibition, % at 12.2 µM. 1-phosphatidylinositol 4,5-bisphosphate phosphodiesterase beta-3 (Homo sapiens), Q01970. Purified PLC-beta3, fluorogenic substrate. AID 720704, 2013; in the data active = inhibition above about 11%;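 note: 0% = median of compound wells on plate and 100% = full blocker control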
DDE Tn6 FP inh – inhibitors of Tn6 peptide binding to fibrin DD(E), primary screen, biochemical, fluorescence polarization, human fibrin, Tn6 probe; Fibrinogen beta chain (Homo sapiens), P02675; Fibrin DD(E) TRITC-Tn6 fluorescence polarization displacement; inhibition, % at 8.3 µM; 370,000 compounds, 0.21% hits; AID 720509, 2013;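 active = inhibition above a per-campaign cutoff: mean of compounds within control limits plus 3 SD, cut at about 15% in these data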;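 note: 0% = median of all compound wells on the plate and 100% = blocking peptide control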
The depositor's hits bear a star; i = inactive; / = not tested or not shown.

Results follow in this order: NR1D1 modulator	ARFGAP1 inh	PLC-gamma1 inh	KLK7 zymogen act	UHRF1 MBD2 ctr	HGIII-sPLA2 inh	ASAP1 inh	Tn7 DDE FP	PLCb3 inh	DDE Tn6 FP inh
- CC1(C)SCC(C(=O)O)NC1=O (centres undefined)
    -4	13	0	0.4	5	10	-7	0	-4	6
- CC(=O)c1cccc(NC(=O)C(Sc2ncnc3ccccc23)c2ccccc2)c1 (centres undefined)
    4	15	3	-0.3	4	-12	12	-1	-6	-5
- C/C(=N\NC(=O)C1CC1)c1cccs1
    3	-6	-3	-0.7	-3	0	-1	0	0	-7
- CC1CC(C)CN(C(=O)CCNS(=O)(=O)c2ccc3c(c2)CCC(=O)N3)C1 (centres undefined)
    -1	6	-2	-0.2	5	16	-6	2	-1	2
- CSc1ccccc1NC(=S)NC1CCCC1
    2	3	3	0.3	-3	18	2	2	0	0
- O=C(NCc1ccco1)C1CCCN(S(=O)(=O)c2ccc([N+](=O)[O-])cc2)C1 (centres undefined)
    -5	/	1	-0.5	3	-5	/	-7	2	3
- C=CCOC(=O)C1=C(C)NC(SCC(=O)Nc2nccs2)=C(C#N)C1c1cccs1 (centres undefined)
    3	11	-65	1.5	-2	-34	-1	6	-74	-6
- Cc1cccc2c(C(=O)O)c3c(nc12)CCCCC3
    0	0	-2	-0.1	3	6	4	6	-3	2
- Cc1cc(C)n(CC(=O)NC2CCCCC2C)c(=O)c1C#N (centres undefined)
    3	21	0	0.2	2	10	-1	-4	-8	1
- O=C(NC1CC1)C1CCN(C2CCN(C(=O)c3ccc(C(F)(F)F)cc3)CC2)CC1
    4	9	-1	-0.4	0	-6	0	-1	-11	-3
- CCC(=O)Nc1cc(C)c(NC(=O)CCc2ccccc2)cn1
    0	5	1	0.0	0	-2	7	-8	-2	-1
- Cc1ccc(N2C(=O)C3NN=C(C(=O)OCc4ccccc4)C3C2=O)cc1 (centres undefined)
    2	8	2	0.8	3	-8	3	2	0	4
- COc1ccc([N+](=O)[O-])cc1NC(=O)C1(c2ccc(OC)c(OC)c2)CCOCC1
    -5	-9	-2	0.8	-1	-1	9	-5	-1	-4
- CC1CCCCC1NC(=O)c1ccc2c(c1)OCCO2 (centres undefined)
    -3	11	5	0.0	-1	0	0	-2	-3	-4
- O=C(Nc1n[nH]c(=S)s1)c1ccco1
    -7	-2	-3	0.1	1	4	7	3	-7	1
- Nc1nnc(/C=C/c2ccccc2Cl)s1
    1	-19	-93	2.1	-10	-2	-1	4	-137	7
- Brc1ccc(-c2c[n+]3c(n2-c2ccccc2)SCC3)cc1
    -5	-15	2	0.6	-5	5	-12	1	-1	-6
- O=C(NCc1cccnc1)c1cc(Cl)ccc1[N+](=O)[O-]
    0	4	-2	0.7	3	13	-7	-4	-1	-1
- CC1CCCC(C)N1C(=O)COc1ccc(F)cc1 (centres undefined)
    3	-9	1	-0.5	1	-1	7	-8	4	-7
- CN(C)S(=O)(=O)c1cccc(NC(=O)CCNC(=O)c2ccccc2Cl)c1
    3	4	4	0.2	4	13	16	3	0	6
- O=C(Nc1ccc(Cl)cn1)c1ccc(-c2ccc(Cl)c(Cl)c2)o1
    16	12	-5	-1.9	7	13	-7	4	6	-4
- CCOC(=O)N1CCN(Cc2nc3c(c(=O)n(C)c(=O)n3C)n2CCCc2ccccc2)CC1
    3	4	-6	1.1	0	-6	3	0	-6	1
- CCOC(=O)N1CCN(C(=O)c2cc3c(s2)-c2c(C)cccc2OC3)CC1
    1	-3	i	-186	0	-5	-2	1	i	-5
- N#Cc1cccc(OC(=O)C2CCN(C(=O)c3ccc(F)cc3)CC2)c1
    1	-9	-1	-0.1	0	2	-1	-5	2	-12
- CC(=O)N1Cc2cc(C(=O)NCc3cccc(F)c3)nc(-c3cccc(C4=CCCCC4)c3)c2[C@H]1CCO
    7	6	2	-0.6	-3	-26	17	8	-1	7
- CCc1ccc(NC(=O)CSc2ccc(-c3ccccn3)nn2)cc1
    7	6	1	-0.1	-1	-2	7	-5	-12	3
- Cc1cc(C)n(-c2nc3c(c(=O)[nH]c(=O)n3C)n2CCc2ccccc2)n1
    -4	6	6	0.4	4	5	-1	-1	-2	1
- COc1cc(NC(=O)c2ccccc2F)ccc1NC(=O)c1cc2ccccc2o1
    -4	-6	0	-1.7	2	1	10	4	-8	2
- CS(=O)(=O)Nc1cccc(-c2cn3c(n2)SCC3)c1
    -4	0	4	0.1	1	3	7	-4	-7	0
- O=C(O)CC(CNC(=O)C1CCCN1C(=O)OCc1ccccc1)c1ccccc1 (centres undefined)
    -1	4	3	-0.2	3	3	5	-7	-4	5
- CCc1nccn1CCC(=O)N1CCc2c([nH]c3ccccc23)C1CC(C)C (centres undefined)
    5	7	-32	5.1	1	-13	-11	-9	-56	-14
- CCOC(=O)C(=O)Nc1nnc(SCc2ccc(F)cc2)s1
    3	-3	1	0.5	-2	1	-13	-5	-3	2
- CCOc1ccccc1N/C=C/C(=O)C(C)(C)C
    -4	-6	4	-0.1	-2	-4	-8	-6	2	4
- O=C(O)C1CC(=O)N(c2ccc(Br)cc2)C1 (centres undefined)
    -1	-5	-3	0.3	0	5	17	-1	-1	-5
- Nc1cccc(-c2ccc(CO)o2)c1
    0	16	-28	0.7	-4	-1	-2	-4	-26	1
- c1ccc(NC(c2ccccc2)c2ccncc2)cc1 (centres undefined)
    -2	7	-3	-1.1	0	10	5	-8	-7	5
- C/C(NC(=O)c1ccccc1)=C1/C(=O)CC2C1C2(C)C (centres undefined)
    2	4	-5	0.1	2	5	-3	3	1	-2
- CCOC(=O)N1CCC(Nc2c(Nc3ccc(F)cc3)c(=O)c2=O)CC1
    -2	-5	-4	0.3	-1	6	-1	-4	1	2
- COc1ccc2cc(-c3cc(C(=O)O)c4ccccc4n3)ccc2c1
    -1	-8	-251	-0.9	-2	-14	-2	0	-322	0
- CCCCN1CC(N(C)CCN(C)C)CS1(=O)=O (centres undefined)
    -5	4	2	0.7	0	-2	-4	-3	5	9
- COc1ccc(-c2ccc(C(=O)NCc3ccc(F)c(F)c3)c3occc23)c(C)c1
    -3	0	-10	-1.1	0	-5	0	9	-16	3
- COC(=O)c1sc(NC(C)=O)c(C(=O)OC)c1C
    -2	8	2	-0.1	-2	-2	1	1	4	-1
- CCOC(=O)c1cnn(-c2ccc(NS(=O)(=O)c3ccc(Cl)cc3)cc2)c1C(F)(F)F
    -3	3	-10	0.0	-2	-45	-3	-1	-26	4
- O=C(CSc1nnc(CNc2ccc(Cl)cc2)o1)Nc1nc2c(s1)CCCC2
    2	-1	-1	0.4	0	-9	-4	5	-3	-5
- COCCNc1c([N+](=O)[O-])c(=O)n(-c2ccccc2)c2ccccc12
    -6	4	3	0.3	1	8	2	4	0	-7

The listing continues.
| Molecule | NR1D1 modulator | ARFGAP1 inh | PLC-gamma1 inh | KLK7 zymogen act | UHRF1 MBD2 ctr | HGIII-sPLA2 inh | ASAP1 inh | Tn7 DDE FP | PLCb3 inh | DDE Tn6 FP inh |
| --- | --- | --- | --- | --- | --- | --- | --- | --- | --- | --- |
| O=[N+]([O-])c1cccc(Cl)c1NCCNS(=O)(=O)c1ccccc1 | 16 | 0 | 7 | -0.4 | -3 | -11 | 7 | 0 | 5 | -2 |
| COc1cc(C)c(CN2CCN(c3ncccn3)CC2)cc1C | 1 | 10 | 5 | 0.4 | 4 | 1 | 3 | -12 | -3 | -3 |
| C#CCN(Cc1ccccc1)S(=O)(=O)C=C | -2 | -4 | 2 | 0.2 | 16 | 5 | 6 | 4 | 0 | 7 |
| C/C(=C/c1ccccc1)C(=O)N1CC(C)OC(C)C1 (centres undefined) | 2 | 3 | 1 | -0.1 | 9 | 4 | -13 | -9 | 5 | -2 |
| CCc1c(C)nc2c(OC)cccc2c1Cl | -3 | -1 | -19 | 1.0 | -1 | -2 | -2 | -4 | -28 | -3 |
| Cc1c(C(=O)N2CCN(c3ccccn3)CC2)cccc1[N+](=O)[O-] | -5 | 8 | 1 | 0.2 | -3 | -1 | -1 | 0 | -10 | 1 |

Compounds as they come; about 4.5% have a hit in one of these screens.
